Screening results (PubChem)
VIM-2 inh = VIM-2 metallo-beta-lactamase inhibitors, primary screen, biochemical, epi-absorbance readout, Pseudomonas aeruginosa enzyme | purified VIM-2, nitrocefin hydrolysis, epi-absorbance fluorescence | inhibition, % at 5.6 µM | 0.89% of 290,000 active;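 active = inhibition above the mean of all tested compounds plus 3 SD, cutoff set per screening run, cut at about 7.5% in these data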;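 also: red hydrolysis product quenches plate fluorescence so inhibitors raise well fluorescence; 0% = enzyme with DMSO and 100% = DMSO without enzyme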
IDE act = human IDE activators in live cells, primary screen, fluorescence polarization, HEK cells, FAbeta-B substrate; Insulin-degrading enzyme (Homo sapiens), P14735; FAbeta-B cleavage; 0% vehicle, 100% cell-free pure enzyme wells; activation, % at 5.96 µM; 0.073% of 340,000 active;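 active = activation above the mean of all tested compounds plus 3 SD, set per screening campaign, cut at about 17% in these data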
Target sequence (P14735 whole entry, looked up): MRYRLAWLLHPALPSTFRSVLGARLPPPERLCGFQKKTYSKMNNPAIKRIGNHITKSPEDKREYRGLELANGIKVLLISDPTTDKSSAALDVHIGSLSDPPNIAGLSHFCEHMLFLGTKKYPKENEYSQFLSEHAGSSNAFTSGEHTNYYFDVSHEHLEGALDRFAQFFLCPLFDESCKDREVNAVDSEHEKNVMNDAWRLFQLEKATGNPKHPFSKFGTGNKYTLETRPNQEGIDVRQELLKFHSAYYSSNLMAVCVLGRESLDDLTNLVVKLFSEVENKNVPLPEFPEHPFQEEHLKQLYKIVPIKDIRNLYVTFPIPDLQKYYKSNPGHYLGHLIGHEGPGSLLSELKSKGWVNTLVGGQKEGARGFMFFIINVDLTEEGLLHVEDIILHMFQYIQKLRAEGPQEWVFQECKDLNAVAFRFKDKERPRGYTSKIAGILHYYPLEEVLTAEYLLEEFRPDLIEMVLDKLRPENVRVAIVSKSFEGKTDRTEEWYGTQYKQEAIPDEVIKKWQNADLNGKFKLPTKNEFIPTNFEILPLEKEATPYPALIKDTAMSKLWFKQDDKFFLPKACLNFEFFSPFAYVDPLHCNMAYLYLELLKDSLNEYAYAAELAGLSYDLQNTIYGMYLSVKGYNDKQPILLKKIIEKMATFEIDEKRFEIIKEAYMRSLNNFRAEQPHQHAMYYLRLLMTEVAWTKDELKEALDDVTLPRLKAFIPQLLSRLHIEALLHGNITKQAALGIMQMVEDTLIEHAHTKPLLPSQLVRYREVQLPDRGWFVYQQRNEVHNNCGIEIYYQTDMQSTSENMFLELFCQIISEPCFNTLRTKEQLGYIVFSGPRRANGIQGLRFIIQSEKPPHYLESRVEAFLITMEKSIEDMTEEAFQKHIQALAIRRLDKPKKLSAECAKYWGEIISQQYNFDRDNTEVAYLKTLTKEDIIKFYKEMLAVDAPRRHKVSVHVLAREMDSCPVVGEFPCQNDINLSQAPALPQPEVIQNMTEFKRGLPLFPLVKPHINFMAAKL
IMP-1 inh = IMP-1 metallo-beta-lactamase inhibitors, primary screen, biochemical, epi-absorbance readout, Pseudomonas aeruginosa enzyme; 0.45% of 290,000 active; AID 1556, 2009; metallo-beta-lactamase IMP-1 (Pseudomonas aeruginosa); inhibition, % at 5.6 µM; purified IMP-1, nitrocefin hydrolysis, epi-absorbance fluorescence;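 active = inhibition above the mean plus 3 SD of all compounds in the same screening run, cut at about 4.5% in these data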;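 also: 0% = IMP-1 with DMSO and 100% = DMSO wells lacking enzyme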
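system = purified recombinant IMP-1 beta-lactamase | amount = 0.2 nM IMP-1, as dispensed | medium = HEPES buffer pH 7.1 with ZnSO4 and Brij 35 | times = 25 °C, 15 min preincubation, 25 min reaction | detection = plate fluorescence quenching by hydrolysis product, ex 480/em 530 nm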
IDE cell inh = human IDE inhibitors in live cells, primary screen, fluorescence polarization, HEK cells, FAbetaB substrate. Insulin-degrading enzyme (Homo sapiens), P14735. FAbetaB cleavage. 0.41% of 320,000 active. inhibition, % at 5.59 µM;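 active = percent inhibition above the average of all tested compounds plus 3 SD, set per screening campaign, cut at about 16% in these data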;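 also: IDE supplied by intact live HEK cells; FP after avidin binding of uncleaved biotin substrate so inhibition keeps polarization high; 0% = DMSO wells and 100% = 60 µM reference IDE inhibitor Ii1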
CRFR2-BP antag = antagonists of CRF-BP/CRF-R2 complex, primary screen, cell-based, HEK293, calcium dye fluorescence, uHTS; AID 588475, 2011; inhibition, % at 11.8 µM; CRF-induced calcium fluorescence; 0.59% of 350,000 active;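 active = inhibition of the ligand-induced calcium signal above about 50% at the single tested concentration, limit read from the data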
pCIP destab = p/CIP-EGFP fusion destabilizers, primary screen, fluorescence, F442A cells; 16 h; 0.01% of 290,000 active; AID 1984, 2009; decrease of EGFP signal, % at 10 µM;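 active = EGFP signal decrease of at least 30% at 10 µM or well 3 SD below plate mean, unless failing retest; inactive = the rest, including hits failing retest or dose response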; also: some compounds called inactive have numbers as strong as hits; many of its hits are not listed in these tables
HCV NS3 hel inh = inhibitors of HCV NS3 helicase, primary screen, biochemical, Cy5 molecular beacon fluorescence | Hepatitis C virus NS3 helicase | NS3 helicase DNA unwinding | inhibition, % at 10.9 µM | 0.56% of 290,000 active | AID 1800, 2009;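 active = inhibition above the mean of all tested compounds plus 3 SD, set per campaign, cut at about 35% in these data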;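 also: 0% = DMSO wells and 100% = thioflavine S control wells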
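Assay system – hepatitis C virus NS3 helicase domain fragment enzyme · Buffer or medium – MOPS pH 6.5, MgCl2, DTT, Tween20, BSA · Reagent – Cy5/quencher beacon DNA duplex and ATP to start · Compound – single 10.9 µM dose · Timing – 1 h at 25 °C · Technique – Cy5 beacon fluorescence read at start and 1 h · Measure – % inhibition of unwinding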
GalR3 antagonist = GalR3 antagonists in HEK293 cells, primary screen, cell-based, fluorescence readout; Galanin receptor type 3 (Homo sapiens), O60755; HEK293 GalR3-CNG cAMP membrane potential fluorescence; galR3 body fused to GalR1 C-terminus; inhibition, % at 3 µM; 0.44% of 360,000 active; AID 651719, 2012;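 active = inhibition above the screen-wide average plus 3 SD, cut at about 13% in these data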;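 also: forskolin and galanin both at EC90 stimulate the cells; cAMP rise reported by CNG channel membrane potential dye signal; 0% = forskolin plus galanin with DMSO and 100% = forskolin alone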
SUMO HTRF inh = inhibitors of in vitro SUMOylation cascade, primary screen, biochemical, HTRF, uHTS. AID 2006, 2009. inhibition, % at 35 µM. 0.36% of 290,000 active. HTRF SUMOylation assay, SAE1/SAE2 + UBC9; in the data active = inhibition above about 50%, passing the limit was not always enough; also: strong numbers were not always called active
An asterisk follows results filed as active; . = no result given. Only part of the results is shown (hit frequency here may not be typical).

SMILES	VIM-2 inh	IDE act	IMP-1 inh	IDE cell inh	CRFR2-BP antag	pCIP destab	HCV NS3 hel inh	GalR3 antagonist	SUMO HTRF inh
CC(C)(C)c1ccc(C(=O)C2CCCN(Cc3ccon3)C2)cc1 (configuration not stated)	-1.5	0	-2.2	0	-15	-4	6	-6	-6
O=c1cccc2n1CC1CNCC2C1 (configuration not stated)	-0.3	3	-2.4	-3	-10	-8	-5	-3	-11
CCc1nccc2c1[nH]c1ccccc12	.	5	.	11	-1	.	.	-1	.
COc1cc(OC)c2c(c1)O[C@@H](c1ccc(OC)c(OC)c1)[C@H](O)C2	0.1	1	-2.5	-1	7	7	5	-3	-8
CCOc1ccccc1N1C(=O)CC(=O)NC1=O	0.5	4	2.0	-3	1	-1	28	-7	9
CCN1C(=O)NC(=O)/C(=C\c2cn(CC(=O)O)c3ccccc23)C1=O	-0.6	.	-1.6	-6	.	-10	-22	.	-8
CCOC(=O)C1(c2ccccc2)CCN(CCC(=O)Nc2ccccc2OC)CC1	-2.3	0	-0.7	6	14	-14	-17	-12	6
O=c1c2ccccc2nc(/C=C/c2ccc(O)cc2)n1-c1ccccc1O	-2.4	-32	-2.2	34*	-3	-35	0	-2	1
CC/C(=N\Nc1cccc2ccccc12)c1c(O)[nH]c(=O)[nH]c1=O	-0.8	-4	-1.4	-1	-22	0	5	-5	22
c1ccc(CCN2CCC3(CC2)OCCO3)cc1	.	3	.	0	3	.	.	-1	.
Cc1cc(OC(C)C(=O)NCC(O)c2ccccc2)c2c3c(c(=O)oc2c1)CCCC3 (configuration not stated)	1.1	6	-2.0	0	-11	-1	-2	1	16
CCOc1ccc(N2C(=O)NC(=O)/C(=C\c3ccc(N4CCOCC4)cc3C)C2=O)cc1	-1.1	-5	-2.1	7	8	-5	14	-7	5
COC(=O)C1=C(c2cc3ccccc3s2)C[C@@H]2CC[C@H]1N2C(=O)NCc1ccccc1	.	-1	.	-4	5	.	.	-6	.
O=C(c1ccccc1)c1ccc(N=Nc2c(O)[nH]c(=O)[nH]c2=O)cc1	-1.6	3	-2.8	0	13	-6	2	-5	4
O=c1[nH]c(=S)n(Cc2ccc(F)cc2)c(O)c1/C=N/N1CCCCCC1	-2.4	0	-0.9	1	-31	12	21	-11	2

Only IDE cell inh, for two of the compounds above:
compound | IDE cell inh
CC/C(=N\Nc1cccc2ccccc12)c1c(O)[nH]c(=O)[nH]c1=O | -1
c1ccc(CCN2CCC3(CC2)OCCO3)cc1 | 0

(next part)
SMILES	VIM-2 inh	IDE act	IMP-1 inh	IDE cell inh	CRFR2-BP antag	pCIP destab	HCV NS3 hel inh	GalR3 antagonist	SUMO HTRF inh
O=C1NC(=O)C(=Cc2ccc(SC3CCCCC3)o2)C(=O)N1	-2.2	-6	-0.7	8	-89	-13	21	1	28
O=C(c1ccc2c(c1)ncn2C1CCCCCC1)N1CCC2(CC1)OCCO2	-3.7	1	-1.9	-8	-4	5	-2	0	6
Cn1c(O)c(C=NC2CC3CCC2(C)C3(C)C)c(=O)[nH]c1=O (configuration not stated)	-2.2	4	1.7	-4	-33	0	6	6	9
CSc1ccc(C(=O)C2CCCN(Cc3ccn[nH]3)C2)cc1 (configuration not stated)	-1.1	-4	-2.4	-1	6	2	3	-5	-1
O=C(Cc1ccccc1)N1CCN(Cc2ccc([N+](=O)[O-])cc2)CC1	-1.0	4	0.1	7	27	0	-7	-3	1
CN1C2CCC1CC(OC(=O)c1ccc(Cl)cc1)(C(=O)O)C2 (configuration not stated)	-5.0	3	-3.0	5	14	-13	3	-1	1
Cc1c(C(=O)O)cccc1-n1c(C)cc(/C=C2\C(=O)NC(=O)N(c3ccc4c(c3)OCO4)C2=O)c1C	1.1	5	-0.6	9	-2	-21	7	3	33
CN(C)c1nc(-c2ccccc2)[n+](C)s1	-5.2	-9	-2.8	10	22	4	8	-2	14
Cc1cc(=O)oc2c(C)c(OCC(=O)N3C[C@H]4C[C@@H](C3)c3cccc(=O)n3C4)ccc12	-1.8	2	-3.5	-1	15	-5	9	-3	3
CC1(C)Cc2c(C#N)c(N3CCNCC3)nc(-c3ccco3)c2CS1	-0.3	2	-1.9	1	-9	-17	-45	-9	19
CCN(CC)CCN=Cc1c(O)n(Cc2ccco2)c(=O)[nH]c1=O	-0.2	.	0.3	15	12	-8	-5	-5	25
Oc1ccccc1/C=N/NP(=S)(c1ccccc1)c1ccccc1	-3.4	-1	-1.0	0	2	14	7	-5	-28
CCOc1cc2c(cc1OCC)-n1cccc1C(c1ccc(F)cc1)NC2 (configuration not stated)	0.6	3	0.0	-1	4	12	-38	-11	-8
Cc1ccccc1N1C(=O)NC(=O)/C(=C\c2cc(C)n(C)c2C)C1=O	0.3	-4	0.1	1	8	23	3	-4	5
COC(=O)C1=C(c2cccc(C#N)c2)C[C@@H]2CC[C@H]1N2C(=O)N1CCOCC1	.	-3	.	4	-13	.	.	5	.
CC(C)(C)c1cc(OC(=O)Cc2ccccc2)ccc1O	0.3	3	-4.3	7	-16	1	-5	-2	-17
O=C1/C(=C/c2ccc([N+](=O)[O-])cc2)N2CCC1CC2	-3.4	-2	-1.8	4	8	6	-7	4	7
C=CCn1c(O)c(C(CC)=NCc2ccc3c(c2)OCO3)c(=O)[nH]c1=O	-1.4	.	-1.4	3	-2	-11	-3	-3	9
CCOC(=O)C(O)(c1ccc(NC(=S)NC(=O)c2ccc(Cl)cc2Cl)cc1)C(F)(F)F (configuration not stated)	-3.7	3	-4.9	-3	-190	-4	-4	-11	0
C[C@]12CCC3C(CC[C@H]4CC(=O)CC[C@]34C)C1CCC2=O (some centres not stated)	.	-2	.	0	12	.	.	-4	.
COC(=O)C1=C(c2ccc(OC)c(OC)c2)C[C@@H]2CC[C@H]1N2C(=O)N1CCCC1	.	0	.	7	4	.	.	3	.
CCN(CC)S(=O)(=O)c1ccc(N=Cc2c(O)n(-c3ccccc3)c(=O)[nH]c2=O)cc1	-2.3	5	-2.3	-1	-4	-29	2	-5	6
CCOc1cc2c(cc1OCC)-n1cccc1C(c1ccc(OC)cc1)NC2 (configuration not stated)	-0.7	1	0.2	0	-22	1	-73	-14	-8
CC1(C)CC(=O)c2cc(OCC(=O)N3CCN(Cc4ccccc4)CC3)ccc2O1	0.8	3	-0.7	-1	-6	-12	-7	-1	27
Cc1ccc(-c2cc(C(=O)N3CCC4(CC3)OCCO4)no2)cc1	2.0	10	0.6	-6	-7	0	-12	1	-6
CCCC1=C(C(=O)OCC)C2(C(=O)Nc3ccccc32)C(C#N)=C(N)O1 (configuration not stated)	-0.4	1	0.8	-7	-2	-11	15	3	-2
COc1cc(CN2CCN(C(=O)COc3ccccc3)CC2)cc(OC)c1OC	-1.8	2	-1.9	3	0	-17	-3	2	22
CC(=O)N1CN(C(C)=O)CN(C(C)=O)C1	-0.9	4	-1.0	1	-2	11	-13	-5	-8
COc1ccc(CCn2c(O)c(C=NCCCO)c(=O)[nH]c2=O)cc1OC	0.1	-2	-1.1	2	-3	-1	-5	1	0
CN1CCN(c2cc([N+](=O)[O-])ccc2Cl)CC1	-2.4	3	-2.6	10	-6	-1	-5	3	10
C=CCN1C(=O)/C(=C/c2ccc(Br)s2)C(=O)NC1=S	1.1	-10	4.2	-3	3	-16	46*	-9	-2
CN1CCc2c(C#N)c(Cl)nc(Cl)c2C1	-1.3	2	-1.0	2	0	-10	8	-2	28
O=Cc1cn(Cc2ccc([N+](=O)[O-])cc2)c2ccccc12	-1.6	-1	-1.2	3	17	-5	-4	-1	12
OC(CNCCc1c[nH]c2ccccc12)c1ccccc1 (configuration not stated)	0.6	1	0.0	-11	-6	-8	-5	-6	15
COc1ccc(Cn2c(O)c(C=Nc3c(C)n(C)n(-c4ccccc4)c3=O)c(=O)[nH]c2=O)cc1	-2.1	-6	-3.2	-3	-8	-9	10	-2	12
Cc1cc(OC(=O)N(C)C)nc(-c2ccc(C)c(Cl)c2)n1	-1.3	1	0.0	10	-1	1	-6	-6	11
O=C(C[N+]12CCC(CC1)C(O)C2)c1ccc(Br)cc1 (configuration not stated)	-0.9	5	-1.3	.	1	-6	0	-8	10
COc1ccc(-c2nn(CCC#N)cc2C(=O)Nc2cccc([N+](=O)[O-])c2)cc1OC	-2.0	3	-2.6	.	2	0	14	-9	5
CCC(CC)NC1CCCCC1OC (configuration not stated)	-1.4	-1	-3.4	-3	13	-2	-8	1	6
CN1CC(C(=O)c2cccc(C(F)(F)F)c2)C(c2ccc(Cl)cc2)C1 (configuration not stated)	-1.7	2	0.9	3	-17	-9	-46	-10	-11
C[C@]12CC[C@H](OC(=O)CCC(=O)O)CC1=CCC1C2CC[C@@]2(C)C1CC[C@@H]2OC(=O)CCC(=O)O (some centres not stated)	.	5	.	-1	4	.	.	0	.
O=C(c1ccccc1F)c1cn(Cc2ccc(F)cc2)c2ccccc12	-0.8	-2	-2.0	1	11	2	-9	-5	-3
CCOC(=O)C1=C(C)OC(N)=C(C(=O)OCC)[C@@]12C(=O)N(CC(N)=O)c1ccccc12	-0.2	3	-4.1	8	-1	-5	-6	-3	16
O=C(c1ccc(Cl)cc1)C1CCCN(Cc2ccc3nonc3c2)C1 (configuration not stated)	-0.1	-1	-0.9	-1	12	-13	1	-7	-2
O=C1C2CCCN2C(c2ccncc2)N1c1ccc(Cl)c(Cl)c1 (configuration not stated)	-5.8	1	-3.7	8	-22	2	-2	0	3

As a working copy, part of the list above.
SMILES	VIM-2 inh	IDE act	IMP-1 inh	IDE cell inh	CRFR2-BP antag	pCIP destab	HCV NS3 hel inh	GalR3 antagonist	SUMO HTRF inh
CN1CC(C(=O)c2cccc(C(F)(F)F)c2)C(c2ccc(Cl)cc2)C1 (configuration not stated)	-1.7	2	0.9	3	-17	-9	-46	-10	-11
C[C@]12CC[C@H](OC(=O)CCC(=O)O)CC1=CCC1C2CC[C@@]2(C)C1CC[C@@H]2OC(=O)CCC(=O)O (some centres not stated)	.	5	.	-1	4	.	.	0	.
O=C(c1ccccc1F)c1cn(Cc2ccc(F)cc2)c2ccccc12	-0.8	-2	-2.0	1	11	2	-9	-5	-3
